From PubChem
GSTO1 inh: inhibitors of recombinant GSTO1, primary screen, counter-screen for RBBP9 inhibitor project, biochemical, fluorescence polarization; Glutathione S-transferase omega-1 (Homo sapiens), P78417; AID 1974, 2009; actives 1.1% (n = 300,000); activity-based probe fluorescence polarization; inhibition, % at 5.96 µM;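 active means inhibition above the campaign mean inhibition plus 3 SD, cut at about 35% in these data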;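 further: 0% = GSTO1-1 with DMSO and 100% = wells lacking GSTO1-1 enzyme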
Target sequence (P78417 whole entry, looked up): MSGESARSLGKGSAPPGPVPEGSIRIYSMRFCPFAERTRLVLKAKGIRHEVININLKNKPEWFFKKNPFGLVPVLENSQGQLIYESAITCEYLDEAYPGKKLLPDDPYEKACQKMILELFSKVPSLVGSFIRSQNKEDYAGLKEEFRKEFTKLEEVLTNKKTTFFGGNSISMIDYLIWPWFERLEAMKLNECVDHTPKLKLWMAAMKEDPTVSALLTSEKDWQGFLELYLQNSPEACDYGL
ZTA DNA inh: counter-screen for EBNA-1 inhibitors: inhibitors of Epstein-Barr virus ZTA | P03206 | ZTA-DNA binding, fluorescence polarization | inhibition, % at 11 µM | actives 0.15% (n = 320,000); in the data active means inhibition above about 33%
Target sequence (P03206 whole entry, looked up): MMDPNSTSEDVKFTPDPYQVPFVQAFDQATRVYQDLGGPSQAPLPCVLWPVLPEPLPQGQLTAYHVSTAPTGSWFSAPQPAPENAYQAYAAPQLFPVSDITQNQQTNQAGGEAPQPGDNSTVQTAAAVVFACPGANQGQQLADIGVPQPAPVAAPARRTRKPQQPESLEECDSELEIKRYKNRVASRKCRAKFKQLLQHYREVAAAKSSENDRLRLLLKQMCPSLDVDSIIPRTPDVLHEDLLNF
PAD4 FP inh: human PAD4 inhibitors, primary screen, biochemical, fluorescence polarization, 1536-well format. Protein-arginine deiminase type-4 (Homo sapiens), Q9UM07. recombinant PAD4, RCA probe fluorescence polarization. inhibition, % at 6.36 µM. actives 0.41% (n = 330,000);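 active means percent inhibition above a cutoff equal to the mean of all tested compounds plus 3 SD, cut at about 15% in these data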;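 further: 0% = PAD4 with RCA probe and DMSO and 100% = probe without PAD4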
PREPL inhibitor: PREPL enzyme inhibitors, primary screen, biochemical, fluorescence polarization; recombinant PREPL, fluorescence polarization activity-based probe; Prolyl endopeptidase-like (Homo sapiens), Q4J6C6; inhibition, % at 5.96 µM; AID 2751, 2010; actives 0.68% (n = 320,000); in the data active means inhibition above about 43%;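 further: 0% = enzyme with DMSO and 100% = wells lacking enzyme; many of its hits are not listed in these tables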
PAFAH1B3 inh: PAFAH1B3 enzyme inhibitors, primary screen, biochemical, fluorescence polarization, human; Platelet-activating factor acetylhydrolase IB subunit alpha1 (Homo sapiens), Q15102; recombinant PAFAH1B3, FP-rhodamine probe; inhibition, % at 3.39 µM; actives 0.28% (n = 340,000);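 active means inhibition above the screen-wide average of all tested compounds plus 3 SD, cut at about 25% in these data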;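 further: 0% = enzyme with DMSO only and 100% = wells lacking PAFAH1B3 protein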
LYPLA1 inh: LYPLA1 inhibitors, primary screen, counter-screen for PME1 inhibitor project, biochemical, fluorescence polarization, FP-Rh probe ABPP | Acyl-protein thioesterase 1 (Homo sapiens), O75608 | recombinant LYPLA1 | inhibition, % at 5.9 µM | actives 0.16% (n = 320,000) | AID 2174, 2009;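 active means inhibition above the mean of all tested compounds plus 3 SD, set per campaign, cut at about 14% in these data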;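 further: inhibitors block serine hydrolase probe labeling of LYPLA1 so polarization falls; 0% = enzyme with DMSO and 100% = wells lacking LYPLA1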
Target sequence (O75608 whole entry, looked up): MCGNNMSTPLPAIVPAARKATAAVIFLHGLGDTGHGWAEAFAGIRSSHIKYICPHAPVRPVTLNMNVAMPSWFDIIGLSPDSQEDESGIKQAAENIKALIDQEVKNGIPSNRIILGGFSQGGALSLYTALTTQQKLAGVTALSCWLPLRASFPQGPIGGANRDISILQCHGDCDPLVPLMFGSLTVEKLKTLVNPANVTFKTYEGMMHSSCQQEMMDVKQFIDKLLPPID
EBNA-1 inh: EBNA-1 DNA-binding inhibitors, primary screen, biochemical, fluorescence polarization | inhibition, % at 14.8 µM | actives 0.34% (n = 300,000); in the data active means inhibition above about 28%
LYPLA2 counter: LYPLA2 inhibitors, primary screen, counter-screen for PME1 inhibitor project, biochemical, fluorescence polarization, FP-Rh probe ABPP | Acyl-protein thioesterase 2 (Homo sapiens), O95372 | recombinant LYPLA2 | inhibition, % at 5.9 µM | actives 0.38% (n = 320,000);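 active means inhibition above the screen-wide mean plus 3 SD, limit set per campaign, cut at about 26% in these data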;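 further: 0% = LYPLA2 with DMSO and 100% = wells lacking LYPLA2 enzyme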
Target sequence (O95372 whole entry, looked up): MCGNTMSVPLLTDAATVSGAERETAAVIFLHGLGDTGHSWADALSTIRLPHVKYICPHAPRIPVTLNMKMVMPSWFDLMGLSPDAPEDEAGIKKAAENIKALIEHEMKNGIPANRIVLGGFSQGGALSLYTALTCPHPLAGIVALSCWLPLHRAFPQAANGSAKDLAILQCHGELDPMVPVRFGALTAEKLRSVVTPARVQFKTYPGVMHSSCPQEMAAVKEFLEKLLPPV
PAFAH2 FP inh: PAFAH2 enzyme inhibitors, primary screen, biochemical, fluorescence polarization, human. inhibition, % at 3.39 µM. actives 0.99% (n = 340,000). AID 492956, 2010. recombinant PAFAH2, FP-rhodamine activity probe. Platelet-activating factor acetylhydrolase 2, cytoplasmic (Homo sapiens), Q99487;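 active means inhibition above the mean over all tested compounds plus 3 SD, cut at about 30% in these data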;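 further: inhibitors block probe labeling of enzyme so polarization drops; 0% = enzyme with DMSO and 100% = wells lacking PAFAH2 protein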
Starred values were filed as active, the others as inactive; nt = not tested or not shown; & = joins results of further samples. The list is partial; rates above refer to the full screens.

Molecule	GSTO1 inh	ZTA DNA inh	PAD4 FP inh	PREPL inhibitor	PAFAH1B3 inh	LYPLA1 inh	EBNA-1 inh	LYPLA2 counter	PAFAH2 FP inh
CCOC(=O)c1c(NC(=O)CSc2nccc(=O)[nH]2)sc(C)c1C	-9.0	-5.1	-3.9	12.4	-3.1	0.5	-2.3	0.0	-2.8
CCS(=O)(=O)NCc1ccc2[nH]c3c(c2c1)CCCC3	46.5*	-0.2	-15.1	21.9	nt	-1.1	-2.2	-7.9	nt
CC(=O)n1cc(N(C(=O)CCl)c2ccc(Cl)cc2)c2ccccc21	82.1*	12.1	20.2*	1.6	nt	-1.7	-3.8	1.6	nt
O=C(Nc1nc2cc3c(cc2s1)OCCO3)C1=COCCO1	8.3	-3.4	-4.3	-0.2	9.3	-4.0	4.7	-11.1	-3.6
CCCOC(=O)CC1C(=O)NCCN1Cc1ccc(F)cc1 (stereo not drawn)	7.9	2.1	-5.0	0.4	4.6	0.1	-1.5	0.7	6.3
N/C(Cc1ccc(Cl)cc1Cl)=N\OC(=O)c1cccs1	-0.2	20.7	-0.6	-11.7	3.3	-1.2	8.4	12.9	88.3*
O=C(Nc1nc2ccc(S(=O)(=O)N3CCCCC3)cc2s1)c1cccnc1	-10.1	-12.6	-5.2	5.2	1.8	-3.5	4.8	-7.1	-9.0
Cc1cc(C)c2c(c1)/C(=N/NS(=O)(=O)c1ccccc1)CCC2	9.8	-5.1	1.9	-16.0	0.1	-3.4	-5.9	-0.9	0.7
Cc1nc2ccccc2c(=O)n1/N=C/c1ccccc1	5.6	-0.7	-2.0	-5.2	3.5	-1.3	4.5	2.3	-1.8
C[C@@H](C(=O)N1CCN(Cc2ccc3c(c2)OCO3)CC1)n1nnc2ccccc2c1=O	7.0	2.2	-6.2	22.7	7.5	2.3	1.3	4.9	-2.6
NC(=O)NC(=O)CSc1cccc(C(F)(F)F)c1	6.0	11.9	-1.9	-0.6	0.9	0.8	8.9	3.9	-5.8
CCn1c(SCC(=O)N2CCCCCC2)nc2c(c1=O)SCC2	2.3	-0.5	-0.3	2.3	5.8	0.5	3.3	5.0	-5.4
O=C(O)CC1S/C(=N/N=C/C=C/c2ccccc2)NC1=O (stereo not drawn)	3.4&3.4	32.8&1.1	-0.1&0.0	9.2&-1.2	0.9&4.9	-2.3&-0.4	7.5&8.1	1.8&11.5	-1.1&-10.2
COc1ccc([C@@H]2C[C@@H](c3ccccc3)Oc3c(C)ccc(C(C)C)c32)cc1	-1.1	-2.4	1.4	-0.3	nt	0.0	12.3	-3.5	nt
CN(c1cccc(NC(=O)c2cccc([N+](=O)[O-])c2)c1)S(C)(=O)=O	-4.4	5.8	-4.5	-0.4	5.2	1.2	1.3	6.0	4.4
CC1CCc2sc(C(=O)NCC(C)(C)N3CCOCC3)cc2C1 (stereo not drawn)	8.5	-8.9	0.0	4.9	4.5	0.4	-0.4	2.4	0.9
O=C(CSc1nnc2ccccn12)Nc1ccccc1C(=O)O	3.0	1.2	-3.5	10.9	5.2	0.7	-1.0	4.2	-2.1
Cc1ccc(CNc2nc3ccccc3n2C)o1	0.0	-0.4	2.2	-7.0	9.5	-2.9	-1.1	-0.2	2.3
CC(NC(=O)COc1ccccc1)C(c1ccccc1)N1CCN(C)CC1 (stereo not drawn)	2.8	7.7	-2.3	-10.3	-1.4	1.2	-7.0	1.3	1.3
COc1cccc(C2=NOC(C(=O)Nc3ccc(C(C)=O)cc3)C2)c1 (stereo not drawn)	-2.5	1.2	-1.5	0.3	3.2	-1.3	-0.7	0.3	3.1
CSc1ccc(/C=N/N2CCN(Cc3ccc(C)cc3C)CC2)cc1	6.6	-25.1	-2.1	5.5	4.0	4.3	-6.7	7.9	-4.7
CC(C)(C)S(=O)(=O)c1cnc(-c2cnccn2)nc1N	9.3	-15.0	-5.6	11.8	nt	4.4	-13.3	-4.2	nt
COc1cc([N+](=O)[O-])cc2cc(C(=O)NC(C)(C)C)c(=O)oc12	1.1	-9.8	-4.1	1.3	1.3	-3.5	-3.9	-0.5	-7.8
CCCCN1CCNC[C@@H]1c1ccccc1	nt	-1.8	2.1	18.1	-1.9	-0.5	nt	0.5	-3.5

Given with each value named: two of the compounds above.
canonical_smiles: COc1cc([N+](=O)[O-])cc2cc(C(=O)NC(C)(C)C)c(=O)oc12
  GSTO1 inh: 1.1
  ZTA DNA inh: -9.8
  PAD4 FP inh: -4.1
  PREPL inhibitor: 1.3
  PAFAH1B3 inh: 1.3
  LYPLA1 inh: -3.5
  EBNA-1 inh: -3.9
  LYPLA2 counter: -0.5
  PAFAH2 FP inh: -7.8
canonical_smiles: CC(NC(=O)COc1ccccc1)C(c1ccccc1)N1CCN(C)CC1 (stereo not drawn)
  GSTO1 inh: 2.8
  ZTA DNA inh: 7.7
  PAD4 FP inh: -2.3
  PREPL inhibitor: -10.3
  PAFAH1B3 inh: -1.4
  LYPLA1 inh: 1.2
  EBNA-1 inh: -7.0
  LYPLA2 counter: 1.3
  PAFAH2 FP inh: 1.3

The listing continues.
Molecule	GSTO1 inh	ZTA DNA inh	PAD4 FP inh	PREPL inhibitor	PAFAH1B3 inh	LYPLA1 inh	EBNA-1 inh	LYPLA2 counter	PAFAH2 FP inh
CN(C(=S)Nc1ccccc1F)C1(c2ccccc2Cl)CCCCC1=O (stereo not drawn)	2.3	-7.6	-0.5	4.8	-0.1	2.9	2.9	8.4	-5.7
C(=N\n1cnnc1)/c1cn(Cc2ccccc2)c2ccccc12	1.6	1.9	-1.2	-22.2	3.4	1.0	6.0	3.2	0.9
O=C(Cn1cnc2ccccc2c1=O)NCCC(=O)N1CCN(Cc2ccccc2)CC1	-2.5	6.2	1.8	-2.2	0.2	2.0	7.3	3.7	0.0
CCOC(=O)COn1c(=O)c(=O)n(O)c2ccccc21	5.5	-10.9	-2.5	4.1	8.0	2.8	-0.8	-1.5	0.7
C=CCOc1ccc(C2/C(=C(\O)c3ccc(F)cc3)C(=O)C(=O)N2CCCN(C)C)cc1 (stereo not drawn)	1.9	2.3	2.0	-3.1	0.4	-1.2	-10.0	-5.6	-2.1
Brc1ccc(-c2cn3c(n2)SCC3)cc1	10.2	10.1	0.0	2.8	7.8	-0.8	4.3	-1.9	7.3
CCCCN(C)CCCNC(=O)C1CCC(CNS(=O)(=O)c2c(C)cc(C)cc2C)CC1 (stereo not drawn)	3.1	5.4	0.1	-29.1	1.7	-4.3	12.7	-4.3	-5.0
CCN(CC)C(=O)Cn1cc(C(=O)C(=O)Nc2ccc3c(c2)OCCO3)c2ccccc21	0.8	-16.4	0.8	2.9	1.8	-5.3	-11.9	-9.6	3.6
CC(=O)Nc1ccc(OCCOc2ccccc2C(C)=O)cc1	7.5	-10.3	0.6	14.5	6.8	1.1	-6.0	-3.4	0.5
S=c1[nH]cc(-c2ccc(Cl)cc2)n1Cc1ccccc1	-5.1	11.3	-2.9	5.0	6.3	-5.6	-1.6	-16.0	-8.2
Cn1c2c(c(=O)n(C)c1=O)CN(CC1CCCO1)CN2 (stereo not drawn)	-3.0	-17.3	-1.5	2.8	3.1	0.9	-5.2	2.2	-10.2
CCOc1ccc(Cc2nnc(N)s2)cc1OCC	3.5	-0.8	3.2	3.2	0.2	-1.9	1.3	-4.1	1.0
CCc1ccccc1N(CC(=O)N1CCCCC1)S(=O)(=O)c1ccccc1	-1.4	1.6	-0.5	-2.5	3.5	0.5	6.5	-3.8	-0.4
O=C(Nc1ccc(C(=O)O)cc1)/C(=C/c1ccc2c(c1)OCO2)NC(=O)c1cccc(Br)c1	-4.0	-2.4	0.4	-4.5	10.7	-4.5	1.8	-4.4	1.6
CCOc1ccc(OCCC(=O)N(CCC2=CCCCC2)c2c(N)n(Cc3ccccc3)c(=O)[nH]c2=O)cc1	-4.2	11.3	-2.2	10.5	1.0	-1.6	17.1	-6.7	-1.2
CC1CCC2(CC1)NC(=O)N(CC(=O)c1cn(CCC#N)c3ccccc13)C2=O (stereo not drawn)	-3.3	13.4	-0.8	-0.7	2.9	-2.2	3.6	-0.4	2.5
CCCc1nc2ccccc2n1Cc1ccccc1OC	1.4	-3.0	5.0	-4.4	0.1	-1.3	8.1	5.6	11.4
CC(C)(C)C(=O)N1CCN(c2ncnc3scc(-c4ccccc4)c23)CC1	-3.1	-4.7	-6.2	3.6	-0.4	3.6	-8.8	2.6	4.9
COc1ccc(C(=O)NCCNc2nc3c(C)cccc3cc2C#N)cc1OC	8.1	18.2	2.1	-4.1	6.4	-2.9	5.1	-0.5	-0.7
CCCn1c(SCC(=O)NC2CCCC(C)C2C)n[nH]c1=O (stereo not drawn)	7.7	4.3	-4.3	-3.9	12.9	-1.1	-8.1	4.1	-7.3
COc1ccc(Nc2nc(N)nc(CN3CCC(C)CC3)n2)cc1	7.3	-2.1	-8.7	3.2	2.4	-5.8	-2.4	-6.5	0.4
CN(C)C1=NCCN1CC1CCCCCC1	0.6	-14.2	-1.8	0.1	-7.8	-1.8	0.0	-3.9	2.5
Cc1nc(S(=O)(=O)Nc2ccccc2C(=O)NCC2CC2)cn1C	-1.4	5.5	1.3	-8.9	2.0	-0.7	-3.7	-2.0	1.2
COc1ccc(-c2ccc([C@H]3[C@H]4C=CC[C@@H](C)[C@@H]4C(=O)N3Cc3ccccc3)c(F)c2)cc1OC	5.4	10.7	4.4	-1.7	-1.5	0.0	2.2	-4.7	-11.0
CC1(C)CC(=O)C(CS(=O)(=O)c2ccccc2)=C(O)C1	6.1	7.9	-6.0	-5.4	4.1	-2.5	-4.5	-2.1	-2.0
CCCCN(CCCC)CCNC(=O)CN1C(=O)CSc2ccc(S(=O)(=O)N3CCCCC3)cc21	10.5	18.8	3.8	-21.6	4.8	-1.4	-17.3	1.1	1.2
CCOC(=O)CCNc1n[nH]c(=O)[nH]c1=O	6.4	-3.4	-3.9	7.0	-0.7	-6.0	-4.0	-9.4	7.5
CCCCN(CC)CCNC(=O)Cn1cnc2sc(C)c(S(=O)(=O)N3CCC(C)CC3)c2c1=O	3.4	11.8	-0.6	-5.9	-7.0	-3.5	11.9	-7.9	6.3
COc1ccc(C(=O)NCC(=O)N/N=C/C=C/c2ccccc2)cc1OC	2.4	4.6	-3.0	-6.6	4.0	-4.9	11.9	-0.5	-1.4
